# SR-BI uptake up – enhances SR-BI lipid uptake from DiI-HDL; CHO ldlA[mSR-BI] cells, DiI-HDL uptake fluorescence, 3 h; 100 = double the neutral-control signal; activation, % at 12.5 µM; hit rate 0.096% among 320,000; AID 504775;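 active = mean replicate activation of at least 60% and every replicate at or above 60%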;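 note: 0% = median plate neutral-control signal and 100% = twice that signal; values of inactives mirror those of a sister screen read the other way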
#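 System: LDL receptor-deficient CHO ldlA cells overexpressing murine SR-BI | Timing: 3 h uptake period with compound, 37 °C | Medium: HEPES-buffered (25 mM, pH 7.4) F12 plus 0.5% BSA | Dosing: Single-point compound dose | Signal: Bottom-read fluorescence, 550/595 nm | Read-out: Retained DiI signal reflecting DiI-HDL uptake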
# RTF Ca sens inh – cardiac RTF calcium desensitization; IANBD-labeled cardiac RTF, Ca2+ fluorescence; hit rate 0.12% among 340,000; AID 493244; P19429+P45379; inhibition, % at 7.15 µM;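 active = inhibition above the mean inhibition of all tested compounds plus 3 SD, cut at about 17% in these data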;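 note: assay run at fixed EC70 calcium of 1.6 mM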
# CAL PDZ FP-1 – blocks peptide binding to human CAL PDZ domain. purified CAL PDZ, TMR-peptide fluorescence polarization, 1 h. inhibition, % at 20 µM. hit rate 0.02% among 330,000. AID 504414;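 active = highest replicate inhibition of at least 40%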;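 note: plate controls were DMSO neutral control wells for no effect and unlabeled competitor peptide control wells for full effect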
#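 Material: tagged CAL PDZ domain; buffer or medium: 25 mM sodium phosphate pH 7.4, 150 mM NaCl, TCEP, IgG, Thesit; compound dosing: single point, 20 µM; schedule: 1 h incubation at room temperature before polarization reading; measured by: FP readout, S and P plane fluorescence; read-out basis: percent inhibition from loss of millipolarization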
# Rtt109 HAT inh – C. albicans Rtt109 histone acetyltransferase inhibition. hit rate 0.16% among 330,000. purified Rtt109/Vps75, ThioGlo CoA-SH fluorescence, 4 h. inhibition, % at 34.9 µM;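 active = inhibition of at least 50% in every replicate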
# Target sequence (Q5AAJ8 whole entry, looked up): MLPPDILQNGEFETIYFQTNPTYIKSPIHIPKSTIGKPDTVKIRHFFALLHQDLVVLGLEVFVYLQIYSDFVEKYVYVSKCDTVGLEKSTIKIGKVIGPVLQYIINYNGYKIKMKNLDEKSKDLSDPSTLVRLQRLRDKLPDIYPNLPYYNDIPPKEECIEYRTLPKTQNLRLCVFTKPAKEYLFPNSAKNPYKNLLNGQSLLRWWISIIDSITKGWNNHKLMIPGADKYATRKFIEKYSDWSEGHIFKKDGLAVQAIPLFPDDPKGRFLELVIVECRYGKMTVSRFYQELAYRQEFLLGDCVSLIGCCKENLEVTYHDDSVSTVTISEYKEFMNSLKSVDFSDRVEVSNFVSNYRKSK
# Keap1-Nrf2 PPI – disrupts human Keap1 binding to Nrf2 peptide. Keap1 Kelch-Nrf2 peptide fluorescence polarization, 1536-well. hit rate 0.15% among 340,000. inhibition, % at 9.4 µM. AID 504523. Q14145; in the data active = inhibition above about 12%;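 note: human Keap1 Kelch domain with fluorescein labeled Nrf2 9mer peptide probe; 0% = neutral control wells and 100% = peptide positive control; higher means more block of Keap1 binding to Nrf2 peptide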
# DAGLB inhibitor – blocks human DAGLB lipase activity | inhibition, % at 5.17 µM | Q8NCG7 | hit rate 0.059% among 340,000 | HEK293T DAGLB membrane lysate, EnzChek fluorogenic substrate; in the data active = inhibition above about 34%;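 note: 0% = enzyme with vehicle and 100% = wells lacking enzyme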
# Target sequence (Q8NCG7 whole entry, looked up): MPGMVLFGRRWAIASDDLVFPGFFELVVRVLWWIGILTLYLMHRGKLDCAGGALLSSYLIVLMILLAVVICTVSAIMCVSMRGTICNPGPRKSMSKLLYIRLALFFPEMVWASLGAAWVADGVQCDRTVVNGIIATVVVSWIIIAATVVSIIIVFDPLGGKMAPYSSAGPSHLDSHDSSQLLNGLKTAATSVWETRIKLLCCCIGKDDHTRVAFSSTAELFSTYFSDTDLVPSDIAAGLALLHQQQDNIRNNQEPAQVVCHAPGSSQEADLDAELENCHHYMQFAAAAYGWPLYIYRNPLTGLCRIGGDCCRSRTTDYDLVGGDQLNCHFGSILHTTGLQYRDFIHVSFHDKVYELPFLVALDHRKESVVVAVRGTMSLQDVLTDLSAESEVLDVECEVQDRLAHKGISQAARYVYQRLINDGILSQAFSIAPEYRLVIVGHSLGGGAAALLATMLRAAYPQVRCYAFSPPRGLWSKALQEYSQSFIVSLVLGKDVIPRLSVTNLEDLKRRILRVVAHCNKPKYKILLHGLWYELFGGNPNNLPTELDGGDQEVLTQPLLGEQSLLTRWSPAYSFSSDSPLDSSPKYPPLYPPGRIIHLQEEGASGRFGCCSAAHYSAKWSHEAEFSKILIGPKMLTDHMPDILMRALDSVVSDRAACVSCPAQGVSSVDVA
# RTF Ca sens act – cardiac RTF calcium sensitization. P19429+P45379. IANBD-labeled TnC RTF fluorescence at EC20 calcium; 0% EC20 calcium, 100% full calcium. activation, % at 7.2 µM. hit rate 0.24% among 340,000;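 active = activation above the mean over all tested compounds plus 3 SD, cut at about 30% in these data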;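 note: rise in fluorescence read as greater calcium sensitivity of cardiac thin filaments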
# CAL PDZ FP-2 – blocks peptide binding to the human CAL PDZ domain; Q9HD26; purified CAL PDZ, TMR-peptide fluorescence polarization, 1 h; inhibition, % at 24.9 µM; hit rate 0.92% among 300,000; AID 602252;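 active = mean inhibition of at least 30% with at least half of replicates also reaching 30%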;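 note: 0% = DMSO neutral control and 100% = excess unlabeled competitor peptide PRC23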
# C-LANA FP – KSHV C-LANA DNA binding inhibition; MBP-C-LANA/FAM-LBS DNA binding, fluorescence polarization; inhibition, % at 9 µM; hit rate 0.078% among 340,000;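 active = highest replicate inhibition at or above 60% at 9 µM, even if other replicates fall short; inactive = all replicates below 60% inhibition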;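 note: 0% = neutral control wells and 100% = 4 µM acridine orange control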
# PKA-R2B act – PKA-R2B complex activation; activation, % at 11.4 µM; PKA-R2B holoenzyme dissociation, Cy5-IP20 fluorescence polarization; R2B truncated from residue 108, S112A mutant; 0% DMSO only, 100% 113 µM cGMP; P22694+P31323; hit rate 0.079% among 340,000;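 active = activation above a cutoff set at the mean over all compounds plus 3 SD, cut at about 18% in these data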;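 note: higher means more holoenzyme dissociation and a rise in polarization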
# Active calls of the source: *; . = no result given.
item	Compound	SR-BI uptake up	RTF Ca sens inh	CAL PDZ FP-1	Rtt109 HAT inh	Keap1-Nrf2 PPI
1	COc1ccc(CCn2nnnc2C(c2ccc(C)cc2)N2CCN(C)CC2)cc1OC (stereo not given)	-13.0	-2.6	-0.7	-10.4	0.2
2	COc1ccc(NC(=O)c2ccccc2NC(=O)CSc2ccc(C)cc2)cc1	4.8	10.2	-2.2	1.2	0.8
3	CCOC(=O)c1cc2sc(C)cc2n1CC(=O)N1CCN(C(=O)c2ccco2)CC1	-10.8	3.6	-0.6	-7.5	-2.0
4	COCCSc1ncnc2c1oc1nc3c(cc12)COC(C)(C)C3	5.6	-4.9	-1.1	0.4	4.8
5	CCOc1ccc(S(=O)(=O)N2CCC(C(=O)NCc3cccnc3)CC2)cc1	4.9	7.5	-0.5	-7.4	-3.2
6	CCOC(=O)c1cnc2ccc(Cl)cc2c1N1CCN(C)CC1	.	-24.1	-3.7	2.3	-5.6
7	CCOC(=O)c1c(C)[nH]c(C(=O)OCC(=O)NCc2ccc(F)cc2)c1C	-6.6	-3.4	-0.8	3.7	-2.1
8	CCOC(=O)C1CCN(C(=O)COC(=O)COc2ccccc2OC)CC1	40.0	-1.3	-1.5	-2.0	1.1
9	CN(C)c1nc2sc3c(c2c(=O)n1C)CC(C)(C)OC3	-4.1	-6.4	0.0	-0.4	-1.9
10	CCC1(c2ccccc2)NC(=O)N(CC(=O)NCc2ccc(F)cc2)C1=O (stereo not given)	.	-12.6	-1.9	4.2	1.9
11	CCCCN(C)Cc1cc(=O)oc2cc3c(cc12)CCCC3	-63.0	-0.7	-1.4	-5.6	-1.0
12	CCSc1oc(-c2ccco2)nc1S(=O)(=O)c1ccccc1	15.1	-2.2	0.2	1.2	-3.0
13	CCC(=O)Nc1cccc(C(=O)c2ccc(C)c(C)c2)c1	-48.5	-3.4	-2.4	23.3	-0.4
14	COC(=O)[C@]1(Cc2ccccc2)N[C@H](c2ccc(-c3ccccc3)cc2)[C@@H]2C(=O)N(C)C(=O)[C@@H]21	20.0	11.5	-1.5	-1.4	-1.3
15	Cc1ccnc(NCc2cccc3ccccc23)c1	-30.4	-0.9	-0.2	-2.6	2.5

item	DAGLB inhibitor	RTF Ca sens act	CAL PDZ FP-2	C-LANA FP	PKA-R2B act
1	-1.1	1.0	-3.6	1.0	-3.0
2	0.6	-5.6	-1.8	1.9	-15.5
3	3.2	1.9	-5.7	1.3	-0.7
4	-0.5	-0.3	-2.9	0.3	-0.4
5	0.5	-1.3	-0.8	0.4	8.8
6	0.7	0.1	-4.0	-1.4	-2.5
7	4.9	2.1	.	-1.8	11.1
8	-1.1	4.6	0.8	0.3	-8.7
9	0.9	-2.0	-3.4	0.1	1.0
10	-2.1	12.4	-0.8	1.5	-1.4
11	-16.6	3.7	.	-0.9	7.9
12	1.7	13.4	-1.6	-0.2	-15.9
13	-0.8	-1.5	-2.3	0.8	-5.0
14	-2.6	-2.1	-5.6	2.6	-8.1
15	-5.2	-5.3	-1.0	0.6	3.5

# Some of these compounds in order of their number in DAGLB inhibitor, smallest number first.
nr | molecule | DAGLB inhibitor
10 | CCC1(c2ccccc2)NC(=O)N(CC(=O)NCc2ccc(F)cc2)C1=O (stereo not given) | -2.1
1 | COc1ccc(CCn2nnnc2C(c2ccc(C)cc2)N2CCN(C)CC2)cc1OC (stereo not given) | -1.1
4 | COCCSc1ncnc2c1oc1nc3c(cc12)COC(C)(C)C3 | -0.5
9 | CN(C)c1nc2sc3c(c2c(=O)n1C)CC(C)(C)OC3 | 0.9
12 | CCSc1oc(-c2ccco2)nc1S(=O)(=O)c1ccccc1 | 1.7
7 | CCOC(=O)c1c(C)[nH]c(C(=O)OCC(=O)NCc2ccc(F)cc2)c1C | 4.9

# Next part
item	Compound	SR-BI uptake up	RTF Ca sens inh	CAL PDZ FP-1	Rtt109 HAT inh	Keap1-Nrf2 PPI
16	Fc1ccc(-c2nc(-c3cccs3)no2)cc1	.	1.3	-1.6	-5.4	-3.8
17	CCN(Cc1nc(-c2cccc(C)c2)no1)C(=O)c1ccco1	8.0	-10.3	-1.8	2.0	1.9
18	CN(Cc1ccccc1)C(=O)COC(=O)c1cc(-c2ccc(Cl)s2)nc2ccccc12	-44.3	3.1	.	-24.3	3.0
19	O=C(Nc1ccc(Cl)cc1)Nc1ccc(N2CCCC2)c(S(=O)(=O)Nc2ccccc2Cl)c1	-101.7	-1.3	-1.9	-1.5	-4.2
20	COc1ccc(C(=O)NCC(c2ccco2)N2CCc3ccccc32)cc1OC (stereo not given)	-20.2	4.0	1.1	4.3	-4.9
21	CC(C)CC(=O)c1c[nH]c(C(=O)NCC2CCCO2)c1 (stereo not given)	-5.0	-9.3	0.0	-5.9	1.2
22	O=C(N/N=C/c1cc([N+](=O)[O-])ccc1O)C12CC3CC(CC(C3)C1)C2	-135.7	6.3	-1.3	-0.7	-0.8
23	Cc1ccc(S(=O)(=O)N2CCN(S(=O)(=O)c3ccccc3Br)C2=O)cc1	28.6	-3.9	0.2	-11.2	-3.0
24	O=C(COc1ccccc1/C=C1/NC(=O)NC1=O)Nc1ccccc1	9.3	-7.9	-1.9	-3.7	-3.8
25	CCCCC(C)Sc1nc2c([nH]1)c(=S)n(C)c(=O)n2C (stereo not given)	5.5	-1.5	-1.9	2.8	4.4
26	COc1ccc(C(=O)N2CCOC2CNC(=O)C(=O)NCCc2ccc(OC)c(OC)c2)cc1 (stereo not given)	-18.1	-3.3	-0.8	14.7	-3.1
27	Clc1ccc(-c2nnc(SCc3nc4ccccc4[nH]3)o2)c(Cl)c1	3.8	-4.3	-2.3	1.5	-4.4
28	O=C1CCCc2cc(S(=O)(=O)N3CCC(C(=O)NCc4ccccc4)CC3)ccc2N1	14.9	-5.2	-0.1	9.0	3.1
29	O=C(NCc1ccccc1)c1ccc(CN(c2ccccn2)S(=O)(=O)c2ccccc2)cc1	23.8	10.8	0.4	13.7	-0.3
30	CCOC(=O)c1c(C)[nH]c(=S)c(C#N)c1-c1ccc(OC)cc1	8.5	-7.8	-0.5	1.7	-1.7

item	DAGLB inhibitor	RTF Ca sens act	CAL PDZ FP-2	C-LANA FP	PKA-R2B act
16	-15.7	-0.9	-2.7	-1.0	9.4
17	-1.2	1.9	-0.3	-0.6	-9.4
18	-12.5	3.0	-3.2	-1.6	-0.3
19	-3.3	-2.4	-2.3	1.1	-5.2
20	4.2	-12.8	-2.7	1.3	-8.4
21	-0.5	1.4	-2.4	-1.5	4.1
22	-7.4	-3.9	-3.9	-1.2	-3.0
23	2.1	-1.7	-0.5	-0.5	-0.4
24	-0.5	4.9	4.9	-1.7	-0.8
25	1.4	-4.8	-2.0	0.1	-2.7
26	-1.4	1.3	-7.7	-0.1	-0.9
27	-11.1	-2.6	-1.7	-0.5	-5.2
28	3.6	-1.7	-5.9	0.7	-0.3
29	0.8	-2.0	-2.3	1.1	-6.7
30	-1.0	-5.4	9.6	-0.4	-1.2

# Full records, quoted from the list:
# Profile of Fc1ccc(-c2nc(-c3cccs3)no2)cc1 = SR-BI uptake up: .; RTF Ca sens inh: 1.3; CAL PDZ FP-1: -1.6; Rtt109 HAT inh: -5.4; Keap1-Nrf2 PPI: -3.8; DAGLB inhibitor: -15.7; RTF Ca sens act: -0.9; CAL PDZ FP-2: -2.7; C-LANA FP: -1.0; PKA-R2B act: 9.4
# Profile of CCCCC(C)Sc1nc2c([nH]1)c(=S)n(C)c(=O)n2C (stereo not given) = SR-BI uptake up: 5.5; RTF Ca sens inh: -1.5; CAL PDZ FP-1: -1.9; Rtt109 HAT inh: 2.8; Keap1-Nrf2 PPI: 4.4; DAGLB inhibitor: 1.4; RTF Ca sens act: -4.8; CAL PDZ FP-2: -2.0; C-LANA FP: 0.1; PKA-R2B act: -2.7

# (continued)
item	Compound	SR-BI uptake up	RTF Ca sens inh	CAL PDZ FP-1	Rtt109 HAT inh	Keap1-Nrf2 PPI
31	CCc1nccn1CCC(=O)N1CCCC(N2CCN(c3cccc(Cl)c3)CC2)C1 (stereo not given)	5.9	-5.5	-2.0	1.7	0.3
32	Cc1ccc(NC(=O)CC2C(=O)NCCN2C(=S)Nc2ccccc2)c(C)c1 (stereo not given)	24.2	-13.9	-0.3	-5.8	-3.6
33	N=c1c2c3c(sc2nc2n1CCCCC2)CCCC3	1.8	-7.8	-1.0	-6.9	-0.7
34	CCn1c(C)nc2cc(C(=O)NNC(=S)Nc3ccc(C)cc3)ccc21	-12.9	2.8	-2.8	-7.6	-3.1
35	CC1CCCCC12NC(=O)N(CC(=O)c1ccc3c(c1)OCO3)C2=O (stereo not given)	4.1	3.9	-2.9	14.1	-5.3
36	O=C(COC(=O)COc1ccc(Cl)cc1Cl)Nc1cccnc1Cl	19.6	-13.4	-1.2	-0.5	1.7
37	CN(NC1OC(=O)c2ccccc21)c1ncc(C(F)(F)F)cc1Cl (stereo not given)	34.4	-6.3	-3.7	-3.0	-0.4
38	COc1ccc(N2CCN(CC(O)COc3ccc(C)cc3C)CC2)cc1 (stereo not given)	.	-7.6	-1.6	9.6	-2.4
39	CC1CC(C(F)(F)C(F)(F)F)n2nc(C(=O)O)cc2N1 (stereo not given)	13.5	4.9	0.0	-4.6	-3.3
40	CC(O)(C#CCN1CCCCC1)c1ccccc1 (stereo not given)	0.9	0.9	-0.1	0.8	-0.5
41	CC(C)CCNC(=O)NC(=O)COC(=O)/C=C/c1cnc2ccccc2n1	-8.7	-5.3	-2.8	-8.5	-2.0
42	COc1ccc(CCN2CC(C(=O)N(C)CC(=O)Nc3ccc(F)c(F)c3F)CC2=O)cc1OC (stereo not given)	-25.6	-1.9	-0.1	2.4	-0.6
43	COc1ccc(C2C(C(=O)c3cccs3)=C(O)C(=O)N2c2cccc(C)n2)cc1 (stereo not given)	9.2	5.6	-0.3	-1.9	-2.2
44	COc1cc(Cl)c(S(=O)(=O)N2CCCC2)cc1Cl	-12.3	11.4	-2.2	-1.7	-8.3
45	COc1ccc(C2c3[nH]c4ccccc4c3CCN2CCCn2cccn2)cc1C (stereo not given)	-20.3	-5.7	-0.6	3.0	-0.7

item	DAGLB inhibitor	RTF Ca sens act	CAL PDZ FP-2	C-LANA FP	PKA-R2B act
31	4.6	-4.3	-7.1	0.4	-2.2
32	-1.1	0.4	16.6	0.9	-8.4
33	-0.5	-0.7	-0.3	0.4	-4.1
34	-1.2	-0.5	-3.7	0.4	-3.5
35	0.2	-2.8	-2.8	1.8	-0.7
36	-3.2	1.5	-1.1	-1.1	-0.1
37	0.1	-5.7	-0.7	0.1	-0.3
38	-5.8	14.8	-1.8	0.2	-7.5
39	-2.9	3.2	-1.3	2.1	0.7
40	1.6	5.0	-1.4	-0.8	-1.2
41	2.6	3.4	-3.0	0.8	-0.2
42	-4.0	-3.0	-1.7	-1.0	3.8
43	3.1	0.5	-3.8	0.2	-5.1
44	-3.0	-3.1	-4.8	1.5	-6.9
45	-2.1	7.0	-0.4	-0.1	6.9

# Screening results deposited in PubChem BioAssay by several laboratories.
